MCF10A rereplic = A quantitative high throughput screen for small molecules that induce DNA re-replication in MCF 10a normal breast cells. MCF 10A DNA re-replication, Hoechst nuclear intensity, 48 h. Potency, µM (highest dose often 46.1 µM), inactives show top-dose activity, positive = re-replication, actives largely listed as activators. hit rate 2.9% among 350,000. AID 624296, 2012; also: potency is read from the fitted curve at half-maximal effect; % of control where 0% means no effect; nearly all actives have a fitted effect of over 50% in size
KB-3-1 cytotox = qHTS assay for MDR1-selective chemotherapeutics: Primary screen using the parental adenocarcinoma cell KB-3-1. KB-3-1 viability, CellTiter-Glo ATP luminescence, 72 h. Potency, µM (doses to about 46.1 µM), without a hit: at the top dose activity change, negative = cytotoxic, usual class: cytotoxic. hit rate 1.4% among 400,000. AID 1347075, 2019; also: potency is read from the fitted curve at half-maximal effect; % is scaled to controls: 0 for no effect and ±100 for the full control effect; nearly all actives have a fitted effect of over 60% in size
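Screening of KB-3-1 cells (DMEM, 10% FBS, phenol-red free) ran from lowest to highest compound concentration; after 72 h at 37 °C viability was read luminescently and curves fitted.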
HEK293 tox = qHTS of GLP-1 Receptor Inverse Agonists: Cytotox Screen; hit rate 0.13% among 410,000; Potency, µM (titrated, usually from 38.3 µM), for inactives: top-dose activity change, negative = inhibition, usual class: inhibitors; HEK293 cAMP-luciferase reporter cells, luminescence, 24 h;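 also: loss of luciferase light is scored as toxicity; potency is read from the fitted curve at half-maximal effect; % is scaled to controls: 0 for no effect and ±100 for the full control effect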
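1536-well qHTS counterscreen of the MLSMR; 200 cells/uL, 12 h pre-incubation, 23 nL cpd, 24 h at 37 deg C 5% CO2, luciferase detection reagent, 12 min RT, luminescence. Inhibition = undesired.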
HT1080NT lethal = qHTS for induction of synthetic lethality in tumor cells producing 2HG: qHTS for the HT-1080-NT fibrosarcoma cell line | HT-1080-NT fibrosarcoma viability, CellTiter-Glo ATP luminescence, 48 h | Potency, µM (top dose mostly 46.1 µM), for inactives: top-dose activity, negative = less viability, actives largely listed as cytotoxic | hit rate 1.6% among 360,000 | AID 686970, 2013;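 also: NT is the 2HG producing partner of a matched IDH1 knockdown line; potency is read from the fitted curve at half-maximal effect; 0% = DMSO-treated cells and -100% = media-only wells without cells; nearly all actives have a fitted effect of over 55% in size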
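Fibrosarcoma NT cells, 750 per well in 5% FBS RPMI, were exposed to compound for 48 hours. Viability: CellTiter-Glo luminescence.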
SW480 rereplic = A quantitative high throughput screen for small molecules that induce DNA re-replication in SW480 colon adenocarcinoma cells; SW480 DNA re-replication, Hoechst DNA content imaging, 48 h; Potency, µM (top dose mostly 46.1 µM), for inactives: top-dose re-replication activation, usual class: activators; hit rate 1.8% among 340,000; AID 624297, 2012; also: potency is read from the fitted curve at half-maximal effect; % of control where 0% means no effect; nearly all actives have a fitted effect of over 55% in size
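SW480 cells exposed to compounds for 48 hr at 37 C, 5% CO2, then Hoechst-stained 40 min. Nuclear DNA content imaged by fluorescence scanning (405 nm excitation, 500-530 nm emission); re-replication scored as increased high-intensity nuclei.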
HT1080 IDH1KD tx = qHTS for induction of synthetic lethality in tumor cells producing 2HG: qHTS for the HT-1080-IDH1KD cell line; HT-1080 IDH1 knockdown viability, ATP luminescence, 48 h; hit rate 2% among 360,000; AID 686971, 2013; Potency, µM (titrated, usually from 46.1 µM), inactives show top-dose activity, negative = toxicity, usual class: cytotoxic;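 also: potency is read from the fitted curve at half-maximal effect; 0% = DMSO wells and -100% = cell-free medium wells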
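HT-1080-IDH1KD cells (IDH1 knocked down), 750/well in RPMI with 5% FBS, treated with compound 48 h at 37 degrees C. Viability by CellTiter-Glo luminescence, normalised to DMSO and no-cell wells; concentration-response curves classed.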
D3 ag = qHTS of D3 Dopamine Receptor Agonist: qHTS; D(3) dopamine receptor (Homo sapiens), P35462; D3R DiscoveRx beta-arrestin cells, luminescence, 90 min; max activation, %; hit rate 0.58% among 410,000; in the data active = max activation above about 30%; also: 0% is about no effect; mostly tested at two doses, the higher about 12 µM
Target sequence (P35462 whole entry, looked up): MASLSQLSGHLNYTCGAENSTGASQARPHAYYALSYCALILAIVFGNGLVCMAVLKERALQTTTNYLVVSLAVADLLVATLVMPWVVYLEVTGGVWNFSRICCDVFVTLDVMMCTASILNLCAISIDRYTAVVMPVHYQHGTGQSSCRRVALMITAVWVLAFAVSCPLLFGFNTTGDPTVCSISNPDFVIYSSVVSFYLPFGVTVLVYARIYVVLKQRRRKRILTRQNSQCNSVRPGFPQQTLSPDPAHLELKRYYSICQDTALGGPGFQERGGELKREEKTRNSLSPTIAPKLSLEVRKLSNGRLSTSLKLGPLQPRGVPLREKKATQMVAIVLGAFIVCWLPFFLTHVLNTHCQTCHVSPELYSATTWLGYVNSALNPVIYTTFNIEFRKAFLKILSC
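Cells at 1500/well, incubated overnight, then treated with pinned compounds (dopamine as control) for 90 min at 37 degrees C. DiscoveRx reagent added for 30 - 60 minutes at room temperature; luminescence read.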
IL1B secr inh = qHTS for Inhibitors of Inflammasome Signaling: IL-1-beta AlphaLISA Primary Screen; hit rate 4.7% among 360,000; activity change, % at 57.5 µM; THP-1 LPS/ATP IL-1B secretion, AlphaLISA, 16 h; hits give low values; in the data active = activity change below about -50%; inconclusive = mostly about -30% to -49%; also: % is scaled to controls: 0 for no effect and ±100 for the full control effect
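Secreted IL-1B measured by AlphaLISA bead assay after 16 h compound exposure of THP-1 cells; compounds (final up to 57.5 uM) added 1 h before LPS (250 ng/mL) and ATP (1.25 mM) stimulation; lower signal means less secretion.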
KB-V1 cytotox = qHTS assay for MDR1-selective chemotherapeutics: Primary screen using the drug-selected MDR subline cells KB-V1. hit rate 3.4% among 400,000. KB-V1 MDR cells viability, CellTiter-Glo, 72 h. Potency, µM (titrated, usually from 46.1 µM), inactives show top-dose activity change, negative = cytotoxicity, usual class: cytotoxic; also: potency is read from the fitted curve at half-maximal effect; % is scaled to controls: 0 for no effect and ±100 for the full control effect; nearly all actives have a fitted effect of over 60% in size
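KB-V1 MDR subline cells in DMEM (phenol-red free, 10% FBS) exposed to compounds in qHTS concentration series for 72 h at 37 degrees C. Viability read by CellTiter-Glo luminescence; concentration-effect curves fitted after normalization and correction.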
The depositor's hits bear a star; i = inactive; ? = inconclusive; / = no result given; & = joins results of further samples; [ ] = dose if it differs, or a comment. Unless noted, calls follow the shape of the dose curve; as a rule, active = well fitted curve in the direction sought with a large enough effect; inconclusive = small, poorly fitted or top-dose-only effect, or another doubt; inactive = no such curve, though single readings can be large; an effect the other way counts as inactive or inconclusive.

SMILES	MCF10A rereplic	KB-3-1 cytotox	HEK293 tox	HT1080NT lethal	SW480 rereplic	HT1080 IDH1KD tx	D3 ag	IL1B secr inh	KB-V1 cytotox
COc1ccc(S(=O)(=O)N2CCOC2CNC(=O)C(=O)NCc2ccco2)cc1C (stereo not drawn)	-6%	9%	8%	11%	?	-9%	-2	-4	1%
CCOC(=O)N1CCN(C(=O)c2cn(CC(C)C)c(=O)c3c2c2ccccc2n3C)CC1	2%	0%	2%	13%	-7%	-4%	23	-20	0%
CCCCN1C(=O)C(O)(c2ccccc2)c2cc(Br)ccc21 (stereo not drawn)	20%	-8%	-5%	2%	10%	14%	-1	-14	?
O=C(N/N=C/c1ccc(OC(F)F)cc1)c1cc[n+]([O-])cc1	0%	?	-1%	0%	3%	1%	-9	7	9%
CCC(CO)NC(=O)c1ccccc1C(F)(F)F (stereo not drawn)	3%	4%	5%	6%	-2%	9%	2	9	12%
CCCCCCCCCC1(CC(=O)OCC)SCCN1C(N)=O (stereo not drawn)	/	-13%	?	-5%	/	-17%	18	0	?
CN(C)c1ncnc2[nH]ncc12	-4%	2%	10%	9%	0%	1%	-8	-1	25%
O=C(CC1(O)C(=O)N(Cc2cccc3ccccc23)c2ccccc21)c1cccnc1 (stereo not drawn)	?	21µM*	-2%	?	?	10µM*	-16	30	21µM*
CC(C)C(N)c1csc(Nc2ccc(S(C)(=O)=O)cc2)n1 (stereo not drawn)	/	26%	-2%	8%	/	3%	-1	-26	-10%
COc1ccc(CCNC(=O)[C@@H](NC(=O)N2CC(=O)Nc3ccccc32)C(C)C)cc1OC	0%	8%	3%	3%	-14%	18%	-3	14	15%
Nc1nc(-c2nc3ccccc3[nH]2)cs1	-3%	3%	-1%	-13%	-9%	-9%	-7	2	-22%
Clc1ccccc1Cn1nnc2c(Nc3ccccc3)ncnc21	13µM*	-20%	3%	1%[9.24 µM]	-2%	4%	9	-17	-13%
Cc1cc(C)nc(SCC(=O)NC2CCCCC2C)n1 (stereo not drawn)	5%	10%	3%	17%	-386%[inhibitor]	8%	1	23	-13%
N#Cc1ccc(OCC(=O)NCC(c2cccs2)N2CCOCC2)cc1 (stereo not drawn)	-22%	0%	3%	-1%	-13%	1%	0	20	8%
CCOc1ccc(N(CC(=O)NCc2cccs2)S(=O)(=O)c2c(C)noc2C)cc1	38%	6%	6%	-4%	-7%	-1%	1	19	?
COC(=O)C[C@H]1c2cc(F)ccc2S(=O)(=O)N1Cc1ccccc1	-7%	17%&-8%	?	?	-13%	2%	-4	32	?
CCCCOC(=O)c1ccc(NC(=O)CSc2nncn2C)cc1	5%	-9%	6%	-3%	0%	-1%[9.24 µM]	-13	-6	-33%
COC(=O)c1cc(NS(=O)(=O)c2ccc(C)c3ccccc23)ccc1N1CCOCC1	10%	10%	-4%	-2%	-6%	-4%	4	-3	-16%
COc1cccc(-n2c(SCC(=O)N3CCc4ccccc43)nnc2-c2c[nH]c3ccccc23)c1	8%	-17%	-10%	-8%	-4%	9%	2	-8	-7%
CC(OC(=O)c1cccs1)C(=O)NC1CCCCC1C (stereo not drawn)	?	-1%	0%	-6%	-14%	0%	10	27	5%
O=C(NCc1ccccc1Cl)c1cnc(N2CCOCC2)c2ccccc12	/	-2%	7%	/	/	/	6	/	17%
Nc1ccc(C23CC4CC(CC(C4)C2)C3)cc1	1%	-23%	3%[7.66 µM]	-5%	-1%	13%	-3	28	-12%
COc1ccc(NC2CCCN(C(=O)c3cccc(C)n3)C2)cc1OC (stereo not drawn)	?	3%	-5%	3%	?	1%	-14	7	?
O=C(COc1ccc(S(=O)(=O)N2CCOCC2)cc1)NCc1ccccc1	-9%	-12%	-2%	-10%	-21%	-1%	-4	i	-22%
CCOC(=O)c1[nH]cnc1C(=O)Nc1cccc(N)n1	-2%	?	1%	-1%	-121%[inhibitor]	0%	4	-1	-9%
Cc1ccc(S(=O)(=O)N2CCOCC2)cc1NC(=O)CSc1nnc(NC2CC2)s1	-5%	16%	6%	1%[9.24 µM]	-19%	2%	-7	-17	0%
C[C@@H]1CN([C@H](C)CO)S(=O)(=O)c2ccc(-c3cccc(C#N)c3)cc2O[C@H]1CN(C)C(=O)Nc1cc(F)ccc1F	/	-1%	-13%	1%	/	-8%	2	?	-24%
CCOC(=O)c1cn2nc(Oc3ccc(OC)cc3)ccc2n1	2%	-1%	-12%	7%	-16%	15%	3	4	8%
CC1CCN(c2oc(/C=C/c3ccc(F)cc3)nc2C#N)CC1	/	4%	8%	/	/	/	-23	/	?
CCC(=O)c1ccc(O)c(CC=C(C)C)c1	17%	-17%	6%	-18%	2%	-10%	-7	4	0%
CN(CCC#N)C(=O)COC(=O)c1ccc(Cl)c(S(=O)(=O)N(C)c2ccccc2)c1	-7%	2%	5%	2%	1%	-9%	4	8	-6%
O=C(CSCC(=O)OCC(=O)c1ccc(Br)cc1)Nc1cccc2ccccc12	3%	9%	-11%	2%	-3%	-1%	-6	2	13%
CCOc1cc(-c2cc(-c3ccc(N)cc3)nc(N)c2C#N)ccc1O	12µM*	?	278%[activator]	?	?	?	10	-62*	?
Cc1cccc(N2CCN(C(=O)c3cc(S(=O)(=O)N(C)C)ccc3N3CCCC3)CC2)c1C	8%	-18%	6%	-17%	0%	-18%	-3	-58*	13%
CC/C(C)=N/N1C(=O)c2ccccc2NC1(C)CC (stereo not drawn)	4%	6%	3%	10%	?	5%	7	0	0%
CCCCc1ccc(Nc2ncnc3c2cnn3-c2ccc(C)cc2)cc1	/	11%	23%	/	/	/	-3	/	-4%
COc1ccc2c(c1OC)C(=O)N1C2SC(C)(C)[C@H]1C(=O)NCCCOC(C)C (stereo partly drawn)	-1%	9%	5%	11%	-3%	8%	0	27	-10%
COc1cc(OC)c(NC(=O)CC(C)S(=O)(=O)c2ccc3c(c2)NC(=O)CO3)cc1Cl (stereo not drawn)	/	-11%	-11%	/	/	/	11	/	?
O=C(c1cc(-c2ccc3c(c2)OCO3)on1)N1CCN(c2ccccc2)CC1	24%	?	-3%	-28%	0%	-28%	53*	-3	?
COc1ccc(C(O)(c2ccccc2OC)C(CN2CCOCC2)c2ccccc2)cc1 (stereo not drawn)	5%	?	-1%	-4%	2%	-14%	-1	-6	21µM*
COc1ccc(C2=NN(C(=O)CCC(=O)O)C(c3cccs3)C2)cc1 (stereo not drawn)	-1%	-1%	16%	17%	1%	16%	-2	4	2%
COc1ccc(S(=O)(=O)NCc2ccncc2)cc1NC(=O)c1ccccc1	29%	0%	11%	?	12%	-17%	-12	15	-9%
CCOC(=O)c1c(NC(=O)c2ccc(OCC)c(Br)c2)sc2c1CCCC2	/	2%	0%	/	/	/	1	/	23%
COc1ccc(CCNS(=O)(=O)c2c(C)nc3sc(C)cn3c2=O)cc1OC	/	-4%	-1%	/	/	/	-1	/	-8%
O=C(Nc1sc2c(c1C(=O)O)CCCCC2)c1ccco1	?	?	-11%	?	-11%	?	2	23	?

Quoted at random: 4 entries already listed
SMILES	MCF10A rereplic	KB-3-1 cytotox	HEK293 tox	HT1080NT lethal	SW480 rereplic	HT1080 IDH1KD tx	D3 ag	IL1B secr inh	KB-V1 cytotox
COc1ccc(CCNS(=O)(=O)c2c(C)nc3sc(C)cn3c2=O)cc1OC	/	-4%	-1%	/	/	/	-1	/	-8%
O=C(CC1(O)C(=O)N(Cc2cccc3ccccc23)c2ccccc21)c1cccnc1 (stereo not drawn)	?	21µM*	-2%	?	?	10µM*	-16	30	21µM*
O=C(Nc1sc2c(c1C(=O)O)CCCCC2)c1ccco1	?	?	-11%	?	-11%	?	2	23	?
COc1ccc(C2=NN(C(=O)CCC(=O)O)C(c3cccs3)C2)cc1 (stereo not drawn)	-1%	-1%	16%	17%	1%	16%	-2	4	2%

Going on with the list:
SMILES	MCF10A rereplic	KB-3-1 cytotox	HEK293 tox	HT1080NT lethal	SW480 rereplic	HT1080 IDH1KD tx	D3 ag	IL1B secr inh	KB-V1 cytotox
O=C(C[C@H]1C/C=C\C[C@H](NC(=O)OCC2c3ccccc3-c3ccccc32)C(=O)O[C@H](c2ccccc2)CNC1=O)N[C@H](CO)Cc1ccccc1	28%	?	?	12µM*	12%	15µM*	0	24	-15%
Cc1nnc(N2CCCCC2)c2ccccc12	3%	3%	6%	1%	-3%	1%	-11	-5	-1%
CCOC(=O)C1CCCN(c2c(N3CCC(N4CCCCC4)CC3)c(=O)c2=O)C1 (stereo not drawn)	15%	-11%	1%	0%	0%	-3%	-9	-8	?
Cc1ccc(NC2(C#N)C(=O)Nc3ccccc32)cc1 (stereo not drawn)	-4%	5%	-6%	9%	-3%	9%	-4	10	15%
CCc1nc(N2CCN(C(=O)CCl)CC2)c2c3c(sc2n1)CC(C)CC3 (stereo not drawn)	?	?	?	21µM*	?	21µM*	-2	-96*	?
Nc1ccccc1C(=O)NC1CCCNC1=O (stereo not drawn)	-1%	4%	1%	11%	3%	1%	2	10	16%
CCc1ccc(CN2CCCC(CNC(=O)c3cccc(OC)c3OC)C2)cc1 (stereo not drawn)	0%	-3%	0%	-3%	0%	-1%	-22	-7	-4%
O=C(NC(=S)Nc1nc2c(s1)CCCC2)c1ccccc1	3%	-26%	-8%	1%	-80%[inhibitor]	0%	-6	0	?
CCc1ccccc1NC(=O)CNC(=O)c1ccc(-n2cncn2)c([N+](=O)[O-])c1	-1%	-3%	-3%	-10%	-49%[inhibitor]	0%	-17	-2	0%

Compound activity from PubChem BioAssay.

Compounds were not picked by outcome. About 11% of those tested had a hit in this group.
